From PubChem BioAssay
NPY-Y2 PAM-ag = NPY-Y2 potentiators or agonists, primary screen, cell-based; Neuropeptide Y receptor type 2 (Homo sapiens), P49146; 220,000 compounds, 0.45% hits; activation, % at 3.6 µM; cells expressing NPY-Y2, potentiator/agonist read-out; in the data active = activation above about 27%;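 note: cells stimulated with NPY near EC25 plus isoproterenol at EC100; 0% = vehicle plus submaximal agonist and 100% = vehicle plus saturating agonist; some results beyond the cut were filed as inactive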
Target sequence (P49146 whole entry, looked up): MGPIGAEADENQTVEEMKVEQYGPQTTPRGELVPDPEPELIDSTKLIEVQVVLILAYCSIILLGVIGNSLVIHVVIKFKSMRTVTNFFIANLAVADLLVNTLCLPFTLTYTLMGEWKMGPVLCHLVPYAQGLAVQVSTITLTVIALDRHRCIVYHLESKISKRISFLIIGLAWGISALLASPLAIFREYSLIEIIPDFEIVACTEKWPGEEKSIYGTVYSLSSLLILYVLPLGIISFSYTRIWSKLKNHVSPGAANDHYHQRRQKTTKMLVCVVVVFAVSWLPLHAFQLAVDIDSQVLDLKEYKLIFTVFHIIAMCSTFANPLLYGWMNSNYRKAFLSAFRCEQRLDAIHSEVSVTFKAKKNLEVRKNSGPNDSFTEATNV
eIF4E-4G inh = eIF4E–eIF4G protein interaction inhibitors, primary screen, biochemical, uHTS, TR-FRET, eIF4GI fragment; Eukaryotic translation initiation factor 4E (Mus musculus) + Eukaryotic translation …; TR-FRET eIF4E-eIF4GI(517-606) binding, 2 h; inhibition, % at 21.7 µM; 220,000 compounds, 0.37% hits; AID 782, 2007;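 active = inhibition above about 30%, limit read from the data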;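 note: 0% = full FRET control wells and 100% = background wells lacking eIF4GI fragment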
PGE2 EP2 inh = human EP2 receptor antagonists, primary screen, TR-FRET cAMP, C6 glioma cells. Prostaglandin E2 receptor EP2 subtype (Homo sapiens), P43116. inhibition, % at 25 µM. C6 glioma cells expressing human EP2; cells stimulated with saturating PGE2. 260,000 compounds, 0.52% hits;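 active = percent inhibition above 40 after rounding to a whole number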;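 note: rat C6 glioma host cells with rolipram phosphodiesterase inhibitor present; the protocol text gives 20 µM as final concentration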
Target sequence (P43116 whole entry, looked up): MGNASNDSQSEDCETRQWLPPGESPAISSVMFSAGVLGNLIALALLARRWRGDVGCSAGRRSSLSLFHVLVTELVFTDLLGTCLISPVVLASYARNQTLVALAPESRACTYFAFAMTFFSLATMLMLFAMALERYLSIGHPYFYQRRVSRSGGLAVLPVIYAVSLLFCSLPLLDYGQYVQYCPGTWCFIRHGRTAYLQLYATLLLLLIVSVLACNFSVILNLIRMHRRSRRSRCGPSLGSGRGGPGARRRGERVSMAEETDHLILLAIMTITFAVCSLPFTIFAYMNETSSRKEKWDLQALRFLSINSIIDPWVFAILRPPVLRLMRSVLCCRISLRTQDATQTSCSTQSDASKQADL
p97 inhibitor = inhibitors of human p97 ATPase, primary screen, biochemical | inhibition, % at 8 µM | recombinant p97 ATPase, Kinase-Glo ATP luminescence, 3 h | Transitional endoplasmic reticulum ATPase (Homo sapiens), P55072 | AID 1481, 2009 | 220,000 compounds, 0.42% hits; in the data active = inhibition above about 15%;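 note: 0% = DMSO vehicle and 100% = wells lacking enzyme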
NPY-Y1 PAM-ag = NPY-Y1 receptor potentiators or agonists, primary screen, cell-based; Neuropeptide Y receptor type 1 (Homo sapiens), P25929; NPY-Y1 expressing cells, potentiator/agonist activation; activation, % at 3.6 µM; 220,000 compounds, 0.37% hits; AID 1304, 2008; in the data active = activation above about 33%, passing the limit was not always enough;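 note: cells stimulated with NPY at EC10 then isoproterenol at EC100; 0% = low agonist plus stimulus and 100% = saturating agonist plus stimulus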
S1P4 ag = S1P4 receptor agonists, primary screen, cell-based; S1P4-expressing cell line, agonist reporter assay; activation, % at 4.98 µM; 220,000 compounds, 0.35% hits; in the data active = activation above about 11%;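 note: 0% = DMSO vehicle and 100% = reference agonist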
S1P4 antag = S1P4 receptor antagonists, primary screen, cell-based; S1P4-expressing cells, antagonist mode, reporter read-out; 220,000 compounds, 0.26% hits; Sphingosine 1-phosphate receptor 4 (Homo sapiens), O95977; inhibition, % at 4.98 µM; in the data active = inhibition above about 29%;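 note: 0% = wells stimulated with agonist and 100% = vehicle wells without agonist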
EP2 modulator = EP2 receptor modulators, cAMP readout, primary screen, cell-based, HTRF cAMP, PGE2 stimulation. Prostaglandin E2 receptor EP2 subtype (Homo sapiens), P43116. AID 940, 2007. induction, % at 25 µM. 260,000 compounds, 0.83% hits. EP2-expressing cells, cAMP HTRF FRET, PGE2 co-stimulation;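 active = compounds whose cAMP rise, as percent of the full-agonist control response, exceeds 60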;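 note: rat C6 glioma line stably carrying human EP2 under a CMV promoter; the protocol text gives 20 µM as final concentration; 100% = response of wells given 1 µM PGE2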
NPY-Y1 antag = NPY-Y1 receptor antagonists, primary screen, cell-based; HEK293-CNG Y1 cells, membrane potential fluorescence; NPY at EC95, then isoproterenol; inhibition, % at 3.6 µM; 200,000 compounds, 1% hits;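 active = inhibition above the campaign mean inhibition of all tested compounds plus 3 SD, cut at about 20% in these data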;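 note: 0% = DMSO wells given NPY plus isoproterenol and 100% = isoproterenol alone without NPY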
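Assay system: HEK293 Y1/CNG channel cell line; Doses: single compound dose of 3.6 µM, 0.4% DMSO; Timing: dye 3 h, compound 60 min room temperature, stimulation 45 min; Technique: Membrane-potential fluorescent dye readout; Measure: % inhibition of NPY effect.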
Active calls of the source: *; . = not tested or not shown; & = joins results of further samples; [ ] = remark or other dose. Some of the compounds tested; count on the stated rates, not on these rows.

SMILES | NPY-Y2 PAM-ag | eIF4E-4G inh | PGE2 EP2 inh | p97 inhibitor | NPY-Y1 PAM-ag | S1P4 ag | S1P4 antag | EP2 modulator | NPY-Y1 antag
CCOC(=O)c1[nH]c2c(c1C)C(=O)CC(c1ccco1)C2 (configuration not stated) | 3 | 8 | 5 | 2 | 18 | -0.1 | 11 | -7 | 7
CC(C)COC(=O)CCNc1n[nH]c(=O)[nH]c1=O | 11 | -10 | 10 | 4 | -3 | 1.9 | -6 | 17 | 3
COc1ccc(S(=O)(=O)N(CC(C)C)CC(C)C)c2cccnc12 | 8 | -1 | 11 | -14 | 10 | -1.7 | -5 | 10 | -2
CCCCNC(=S)NNC(=O)c1csc(C)c1CC | 1 | 0[fluorescence artefact?] | 9 | 4 | 14 | -0.1 | 0 | -2 | -3
c1ccc(-c2nnc(CN3CCN(C(c4ccccc4)c4ccccc4)CC3)o2)cc1 | 7 | 1 | 10 | -2 | -10 | -0.3 | 68* | 61* | 4
CCCCN(CCCC)CC(O)Cn1c2ccccc2c(=O)c2ccccc21 (configuration not stated) | -8 | 4 | 10 | 7 | 16 | 8.0 | -11 | -1 | .
O=C(/C=C/c1ccccc1[N+](=O)[O-])NCC1CCCO1 (configuration not stated) | -2 | 6 | 12 | 5 | -22 | -0.2 | -5 | 11 | 2
CC(C)(C)c1cnnn1-c1ccc(NC(=O)c2ccc(Br)o2)cc1 | -3 | 5 | 10 | -1 | -7 | -0.2 | -6 | -21 | -1
COc1ccc(Nc2nc(C(C)(C)C)nc3c2nnn3Cc2ccccc2Cl)cc1OC | 1 | . | 8 | -7 | -24 | 0.5 | -35 | . | 9
COc1cc(C(=O)N2CCN(c3cc(Cl)ccc3Cl)CC2)cc(OC)c1OC | 16 | 3 | 9 | -2 | 21 | 4.5 | -6 | -18 | 15
O=C(O)CC12C[C@H]3C[C@@H](C1)CC(n1ncc(N4CCN(c5ccccc5)CC4)c(Cl)c1=O)(C3)C2 | -6 | -1 | 3 | -5 | -1 | 1.8 | -6 | 5 | 2
O=S(=O)(/N=C/c1ccccc1O)c1cccs1 | 11 | -4 | 2 | 8 | -11 | 0.3 | -16 | 21 | -3
CC(C)N(C(=O)NC(=O)Nc1ccccn1)S(C)(=O)=O | -6 | 11 | 4 | -1 | -2 | 1.4 | -18 | 10 | 3
COC(=O)c1ccc(N2CCOCC2)c(NC(=O)Nc2cccc(OC)c2)c1 | 7 | 4 | 8 | 5 | -2 | -1.2 | 2 | 7 | -3
Cc1cc(C)cc(NC(=O)Nc2ccc(N3CCCCC3)cc2)c1 | 3 | 9 | 5 | -7 | 9 | 0.7 | -7 | -19 | .
O=C(NCC1CCCO1)c1ccc(COc2ccc(F)cc2)o1 (configuration not stated) | 0 | -2 | 11 | 1 | 0 | -0.6 | -5 | 1 | -3
Cc1ccccc1C(=O)NC(=S)NCC1CCCO1 (configuration not stated) | -12 | -2 | 20 | 0 | -13 | 1.3 | -19 | 3 | -1
Cc1ccc(C(=O)CC(SCC(=O)O)c2ccc([N+](=O)[O-])cc2)cc1 (configuration not stated) | -16 | -2 | 4 | 3 | -23 | -1.2 | 16 | 14 | 5
Cc1cc(Cl)ccc1OCC(=O)N1CCCN(C(=O)COc2ccc(Cl)cc2C)CC1 | 9 | 3 | 23 | 1 | 29 | -0.1 | -3 | -62 | 2
C=CCn1c(SCC(=O)NCc2ccc3c(c2)OCO3)nnc1C1COc2ccccc2O1 (configuration not stated) | 7 | 1 | 0 | 1 | -5 | 0.1 | 0 | 34 | 8

An excerpt from above in order of their number in S1P4 antag, descending.
Molecule,NPY-Y2 PAM-ag,eIF4E-4G inh,p97 inhibitor,NPY-Y1 PAM-ag,S1P4 ag,S1P4 antag,EP2 modulator,NPY-Y1 antag
O=C(/C=C/c1ccccc1[N+](=O)[O-])NCC1CCCO1 (configuration not stated),-2,6,5,-22,-0.2,-5,11,2
O=C(O)CC12C[C@H]3C[C@@H](C1)CC(n1ncc(N4CCN(c5ccccc5)CC4)c(Cl)c1=O)(C3)C2,-6,-1,-5,-1,1.8,-6,5,2
O=S(=O)(/N=C/c1ccccc1O)c1cccs1,11,-4,8,-11,0.3,-16,21,-3

Going on with the list.
SMILES | NPY-Y2 PAM-ag | eIF4E-4G inh | PGE2 EP2 inh | p97 inhibitor | NPY-Y1 PAM-ag | S1P4 ag | S1P4 antag | EP2 modulator | NPY-Y1 antag
Cc1ccc(NS(=O)(=O)Cc2ccccc2)nc1 | 16 | -2 | 4 | 6 | 16 | -2.0 | -64 | 50 | 1
Cc1ccc(Cn2ccc(NC(=O)c3cc4nc5c(c(C(F)(F)F)n4n3)CCc3ccccc3-5)n2)cc1 | 12 | 7[fluorescence artefact?] | 10 | 4 | 11 | -1.3 | 8 | 6 | 6
CC(C)C(=O)Nc1ccc(Nc2ccccc2)cc1 | 2 | 7 | 7 | 3 | -1 | 0.9 | 3 | -37 | 0
COc1ccc(C(=O)CN2C(=O)COc3ccccc32)cc1 | -10 | 2 | 11 | 2 | 18 | -0.3 | 2 | -42 | 7
COc1ccc(-c2c3c(=O)n(C)c(=O)n(C)c3cn2Cc2ccccn2)cc1 | 3 | 5[fluorescence artefact?] | 11 | 1 | 18 | -1.7 | -10 | 6 | 1
Nc1nc(SCC(=O)NCc2ccccc2)n[nH]1 | -4 | 0[fluorescence artefact?] | 16 | 5 | -17 | -2.4 | 7 | 2 | 4
O=C(Nc1cccn2ncnc12)c1cccc(C(F)(F)F)c1 | -15 | -1 | 3 | 4 | 0 | 0.1 | -8 | -3 | 5
COc1cc(OC)c(N(C)S(=O)(=O)c2cccc(C(=O)Nc3nnc(C4CC4)s3)c2)cc1Cl | 56* | -8 | 5 | -1 | 71* | 0.4 | -12 | -9 | .
Cc1nnc2sc(SCC(=O)Nc3cccc(Cl)c3)nn2c1=O | -9 | 1 | 2 | -1 | 18 | 2.0 | -15 | 6 | 4
CCC(=O)Nc1c2c(nn1-c1cccc(Cl)c1)CSC2 | -12 | 1 | 6 | 6 | -18 | 9.0 | 4 | 27 | 10
CCOC(=O)c1c(OCC)[nH]c2c1cc(O)c1ccccc12 | -7 | 5[fluorescence artefact?] | 2 | 0 | 13 | 0.5 | -19 | -30 | -6
CC(C)CNC(=O)C1CCN(c2ccc(S(=O)(=O)N3CCOCC3)cc2[N+](=O)[O-])CC1 | 2 | -4 | 5 | 1 | 24 | 1.3 | -15 | 21 | .
N#Cc1c(SCC(N)=O)nsc1SCc1ccccc1Cl | -16 | 11[fluorescence artefact?] | 16 | -6 | -15 | 0.0 | -14 | -10 | 4
Cc1ccc(C(=O)Nc2nnc(NC(=S)Nc3ccccc3)s2)cc1 | 11 | -1 | 11 | 2 | 6 | 3.0 | 2 | -30 | -2
COCCNC(=O)C(c1ccccc1F)N(C(=O)C(=O)NC1CCCC1)C1CCCCC1 (configuration not stated) | 0 | 0 | 8 | -7 | -12 | -0.7 | -4 | 10 | 3
O=C(CC(=O)c1ccccc1O)c1cccc(F)c1 | -15 | -5 | 31 | -2 | -21 | 0.9 | 10 | -57 | -1
Cc1cc2nncn2c2ccccc12 | -20 | -5 | 21 | 2 | -2 | -1.2 | -22 | 18 | -1
CC(=O)Nc1c([N+](=O)[O-])cc2[nH]c(=O)[nH]c2c1[N+](=O)[O-] | 10 | 5 | 5 | 3 | 10 | -1.6 | 8 | 17 | 0
COCCCN1C(=O)C(=O)/C(=C(/O)c2ccc(OC)cc2)C1c1ccc(O)c(OC)c1 (configuration not stated) | -2 | 3 | 11 | 1 | 1 | -2.2 | -2 | 9 | 5
O=C(NC1CCCCC1)C(c1ccc(F)cc1)N(Cc1ccco1)C(=O)Cn1nnc2ccccc21 (configuration not stated) | 1 | 1 | 8&13 | 1 | -17 | -1.1 | 1 | 23&19 | 23*
CCOc1ccc(NC(=O)CC2C(=O)NCCN2C(=O)c2ccc(Cl)cc2)cc1 (configuration not stated) | 11 | 1 | 8 | -2 | 5 | -0.3 | -13 | -4 | 5
Cc1cc(C)n(-c2nc(-c3ccccc3)cs2)n1 | -1 | -6 | 22 | -2 | 10 | -1.1 | -10 | -35 | 1
CCOc1ccccc1Oc1c(C)oc2c(CN3CCN(C)CC3)c(O)ccc2c1=O | 3 | 3 | 8 | 0 | -1 | -1.3 | -6 | 31 | 6
Cc1ccc(OCCCc2c(C)n[nH]c2C)cc1 | 14 | 0 | 9 | -4 | -2 | -1.5 | -10 | 20 | -3
CC(NC(=O)C12CC3CC(C1)CC(n1cncn1)(C3)C2)C12CC3CC(CC(C3)C1)C2 (configuration not stated) | 5 | -2 | 11 | -2 | 30 | 0.2 | -1 | -4 | 0

Sorted by heavy-atom count (rising): some entries from above.
SMILES | NPY-Y2 PAM-ag | eIF4E-4G inh | PGE2 EP2 inh | p97 inhibitor | NPY-Y1 PAM-ag | S1P4 ag | S1P4 antag | EP2 modulator | NPY-Y1 antag
Cc1cc2nncn2c2ccccc12 | -20 | -5 | 21 | 2 | -2 | -1.2 | -22 | 18 | -1
Cc1cc(C)n(-c2nc(-c3ccccc3)cs2)n1 | -1 | -6 | 22 | -2 | 10 | -1.1 | -10 | -35 | 1
O=C(CC(=O)c1ccccc1O)c1cccc(F)c1 | -15 | -5 | 31 | -2 | -21 | 0.9 | 10 | -57 | -1
CC(=O)Nc1c([N+](=O)[O-])cc2[nH]c(=O)[nH]c2c1[N+](=O)[O-] | 10 | 5 | 5 | 3 | 10 | -1.6 | 8 | 17 | 0
N#Cc1c(SCC(N)=O)nsc1SCc1ccccc1Cl | -16 | 11[fluorescence artefact?] | 16 | -6 | -15 | 0.0 | -14 | -10 | 4
Cc1ccc(C(=O)Nc2nnc(NC(=S)Nc3ccccc3)s2)cc1 | 11 | -1 | 11 | 2 | 6 | 3.0 | 2 | -30 | -2
CCOc1ccc(NC(=O)CC2C(=O)NCCN2C(=O)c2ccc(Cl)cc2)cc1 (configuration not stated) | 11 | 1 | 8 | -2 | 5 | -0.3 | -13 | -4 | 5
CC(NC(=O)C12CC3CC(C1)CC(n1cncn1)(C3)C2)C12CC3CC(CC(C3)C1)C2 (configuration not stated) | 5 | -2 | 11 | -2 | 30 | 0.2 | -1 | -4 | 0
COCCCN1C(=O)C(=O)/C(=C(/O)c2ccc(OC)cc2)C1c1ccc(O)c(OC)c1 (configuration not stated) | -2 | 3 | 11 | 1 | 1 | -2.2 | -2 | 9 | 5
COCCNC(=O)C(c1ccccc1F)N(C(=O)C(=O)NC1CCCC1)C1CCCCC1 (configuration not stated) | 0 | 0 | 8 | -7 | -12 | -0.7 | -4 | 10 | 3
O=C(NC1CCCCC1)C(c1ccc(F)cc1)N(Cc1ccco1)C(=O)Cn1nnc2ccccc21 (configuration not stated) | 1 | 1 | 8&13 | 1 | -17 | -1.1 | 1 | 23&19 | 23*
